Compound activity: PubChem, several laboratories
KLF5 inh = KLF5 expression inhibitors, primary screen, DLD-1 cells, luminescence; DLD-1 KLF5 promoter-luciferase reporter; inhibition, % at 5 µM; 290,000 compounds, 0.23% hits; AID 1700, 2009;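 active = inhibition above a per-plate limit of that plate's mean compound inhibition plus 3 SD, cut at about 60% in these data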;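 also: 0% = DMSO wells and 100% = LY294002 at 200 µM; higher means less KLF5 promoter-driven luciferase light; inactives centre near -14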
aSyn UTR inh = MLPCN primary screen, SNCA 5' untranslated region. alpha-synuclein 5'UTR reporter, inhibitor activity. AID 1813, 2009. inhibition, % (tested at 7.5 µM). 300,000 compounds, 0.82% hits; in the data active = inhibition above about 60%; inconclusive = no clear call, values can overlap the other calls;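 also: H4 neuroglioblastoma cells stably carrying SNCA 5'UTR luciferase fusion; 0% = DMSO wells and 100% = positive control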
HSF1 activator = HSF-1 activators, primary screen, NIH3T3-HGL cells, MG132 stress, luminescence, single point; NIH3T3-HGL HSF-1 luciferase reporter, 8 h; 100% = twice DMSO control signal; 300,000 compounds, 1.7% hits; activation, % at 9 µM;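 active = mean replicate activation of at least 50% with a set share of replicates each reaching 50%; inconclusive = only one of those two conditions met; inactive = mean below 50% and too few replicates reaching it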;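 also: 0% = median of the neutral control wells and 100% = twice that signal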
HSP90 inh = HSP90 inhibitors, primary screen, cell lysate, luminescence; Rabbit reticulocyte lysate, luciferase refolding luminescence, 3 h; inhibition, % at 5.6 µM; 290,000 compounds, 0.91% hits; AID 1789, 2009;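 active = inhibition above the screen-wide mean plus 3 SD, computed separately per campaign, cut at about 16% in these data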;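 also: 0% = DMSO wells and 100% = 60 µM geldanamycin wells; inhibitors lower the luminescence because luciferase stays unfolded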
HIF activator = HIF pathway transcriptional activators, primary screen, cell-based, U2OS HRE-luciferase, luminescence; U2OS HRE-luciferase reporter; normalized: DMSO 0%, desferrioxamine 100%; activation, % at 7.5 µM (by protocol); 300,000 compounds, 0.32% hits; AID 1910, 2009;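 active = mean activation of at least 10% of the iron chelator positive control signal, with at least half of replicates also reaching 10%; inconclusive = mean and replicate majority disagree about reaching 10%; inactive = mean and most replicates under 10%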
HSF1 inh = HSF1 inhibitors in luciferase reporter cells, primary screen, cell-based, NIH3T3, luminescence. activity change, negative = inhibition, % at 7.5 µM (by protocol). 300,000 compounds, 0.77% hits. NIH3T3-HGL HSE-luciferase, MG132-induced, luminescence 8 h; active compounds read low;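 active = more than half of replicate wells show activity change below -50%, luminescence cut by over half; inconclusive = some wells, but at most half, below -50%; inactive = no replicate well below -50%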;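 also: luciferase reports HSF-1 transcriptional activity via heat shock element; 0% = median of DMSO wells and -100% = zero luminescence signal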
IEC-6 tox = cytotoxicity in IEC-6 intestinal epithelial cells, primary screen, cytotoxicity control for KLF5 inhibitor project, cell-based, luminescence; IEC-6 cytotoxicity, luminescence viability; inhibition, % at 5 µM; 290,000 compounds, 0.78% hits; in the data active = inhibition above about 22%;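 also: 0% = plate median of test compound wells and 100% = cytotoxic reference compound wells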
SKKanGAS inh = S. pyogenes SKKanGAS growth inhibitors in kanamycin, primary screen, streptokinase expression inhibitor project, SKKanGAS strain, BacTiter-Glo luminescence; 6 h; 300,000 compounds, 1.3% hits; inhibition, % at 7.5 µM;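 active = mean replicate score, as percent of positive control median, at least 50; inconclusive = mean below 50 but one replicate at or above 50; inactive = mean and every replicate below 50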;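 also: strain carries kanamycin resistance gene driven by streptokinase promoter and grows in 40 µg/ml kanamycin; loss of luminescence reflects streptokinase promoter inhibition or plain growth inhibition; 0% = median of DMSO wells and 100% = positive control at its reference dose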
Platelet DG rel = inhibitors of platelet dense granule secretion, primary screen, cell-based, MLPCN, human platelets. human platelet-rich plasma, SFLLRN dense granule ATP release, luminescence. 300,000 compounds, 0.22% hits. inhibition, %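 (compounds screened at 7.5 µM in platelet-rich plasma)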;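 active = mean replicate score, as percent of positive control, at or above 50; inconclusive = mean below 50 but at least one replicate at or above 50; inactive = mean and every replicate below 50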
AI-2 QS mod = Vibrio harveyi AI-2 quorum sensing modulators, primary screen, JMH597 strain, luminescence/OD600 ratio; Vibrio harveyi JMH597 AI-2 luminescence/OD600 ratio, 9 h; active compounds read low; strain lacks LuxN and CqsS sensors; 0 = neutral-control median; activity change, % at 7.5 µM; 300,000 compounds, 0.4% hits; AID 2094, 2009; in the data active = activity change below about -75%, passing the limit was not always enough; inconclusive = no clear call, values can overlap the other calls;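 also: luminescence divided by OD600 gain over 9 h not by final OD600 alone; inactives centre near 13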
* hit, by the source's call; u = inconclusive; x = no result given. Rows were taken by chance; overall some 6% were active at least once.

SMILES	KLF5 inh	aSyn UTR inh	HSF1 activator	HSP90 inh	HIF activator	HSF1 inh	IEC-6 tox	SKKanGAS inh	Platelet DG rel	AI-2 QS mod
CC(=O)c1ccc(OCC(O)CN2CCN(Cc3ccccc3)CC2)cc1 (centres undefined)	2	10	-7	-2	x	-8	4	2	21	17
C=CCn1c(NS(=O)(=O)c2ccccc2)c(S(=O)(=O)c2ccc(C)cc2)c2nc3ccccc3nc21	-6	11	11	22*	-0.3	-7	9	27	-7	11
CCC(CC)c1nnc(NC(=O)CS(=O)(=O)c2ccccc2)s1	-2	21	-4	-5	-0.2	4	-5	-1	17	16
Cc1coc2c1c(C)cc1oc(=O)c(CC(=O)N[C@@H](C)C(=O)O)c(C)c12	-28	8	13	2	0.5	-3	6	2	-1	5
CC(C)Oc1ccc(CNC(=O)CCCN2C(=O)C(c3ccccc3)Oc3cccnc32)cc1 (centres undefined)	-19	23	11	-4	-0.2	1	-1	0	-4	9
Oc1ccc(C=NC2CCCCC2)cc1	-31	11	14	1	0.8	0	-2	-1	-4	-10
Cc1cccc(NC(=O)COc2coc(CN3CCc4ccccc4C3)cc2=O)c1	x	2	5	x	-0.2	-1	x	-10	-23	14
COc1ccc(N(CC(=O)N/N=C/c2cccnc2)S(=O)(=O)c2ccccc2)c(OC)c1	-32	25	2	-1	0.1	-1	-2	-1	-5	4
CS(=O)(=O)N(CC(=O)N1CCc2ccccc2C1)c1cccc(F)c1	5	9	-16	1	1.2	-1	5	1	-4	x
CN(C)C(=O)Nc1cnc2ccccc2c1	-22	-29	-5	1	0.2	-16	3	-6	-3	3
COc1cccc(/C=N/NC(=O)c2cccc([N+](=O)[O-])c2)c1OS(=O)(=O)c1ccccc1	-8	6	-2	4	-0.5	-1	8	-2	0	14
CCOC(=O)c1sc(NC(=O)COc2ccc3c(c2)OCO3)nc1C	-22	-14	-1	1	0.0	0	-5	-6	1	35
CC(=O)Nc1ccc(N2C(=O)CSC2c2ccccc2[N+](=O)[O-])cc1 (centres undefined)	-26	4	-4	1	-0.6	-5	-6	5	0	25
CN1CCN(S(=O)(=O)c2cccc(C(=O)N(C)CC(=O)Nc3ccc(F)c(F)c3F)c2)CC1	x	4	4	x	-0.1	4	x	-9	-3	3
O=C(CCSc1nc2cc(Cl)ccc2o1)N1CCOCC1	-35	-28	-7	5	-0.5	6	3	-2	8	13
CCC1(CC)C(=O)C2=C3C1[C@H](C(=O)OC)C=C(C(=O)OC)C[C@H]3[C@H]1C(=O)N(CC(=O)OC)C(=O)[C@H]1[C@H]2C (some centres undefined)	x	1	-7	x	-0.9	2	x	2	9	14
O=C(Nc1ccc(C(=O)N2CCOCC2)cc1)Nc1cccc(Cl)c1	-55	-139	-16	-1	2.5	-5	1	-2	6	13
CCOC(=O)c1cccc(NC(=O)CN(c2ccc(OC)cc2)S(=O)(=O)c2c(C)noc2C)c1	-13	-1	-33	3	-0.3	-17	2	-5	-6	10
Cc1ccc(SCCC(=O)Nc2ccccc2Br)cc1	-32	-10	24	-2	1.0	15	-6	19	1	20
CS(=O)(=O)c1ccc(Cl)c(S(=O)(=O)NCc2ccccc2)c1	-2	-6	-6	-4	-0.2	-6	2	5	3	20
Cc1ccc(C)c(NC(=S)Nc2cccc3cnccc23)c1	-16	6	28	4	-0.4	12	9	12	0	18
COc1cc(/C=N/n2cnnc2)ccc1OC(=O)c1cccnc1	17	16	4	3	0.1	-5	8	0	8	27
COc1ccccc1-c1nnc(SCC(=O)N2CCOCC2)o1	-21	-85	11	-2	1.4	10	-3	-2	0	20
CCC(=O)N(C)CCc1cc2c(c(OC)c1/C=N/NC(=O)c1ccc(Br)cc1)OCO2	-12	15	-3	-3	0.4	0	-1	-3	4	23
O=C(CCCNC(=O)c1ccc(Cl)cc1)Nc1ncccc1O	-23	7	-10	-4	-0.2	-6	-4	-1	7	7
COc1ccc(OC)c(S(=O)(=O)N2CCC(C(=O)NCc3ccccc3)CC2)c1	-32	20	12	2	-0.2	0	4	-6	7	13
Cc1cc(C)c2oc(C(=O)Nc3ccc(S(=O)(=O)Nc4nccs4)cc3)cc(=O)c2c1	-20	17	-3	0	0.1	0	0	-22	-27	19
C=CCNc1cnn(-c2ccccc2)c(=O)c1Cl	-43	-58	27	1	1.0	8	-8	0	1	7
CS(=O)(=O)c1ccc(NC(=O)C2CC(=O)N(c3ccc4c(c3)OCCO4)C2)cc1 (centres undefined)	x	-2	-19	x	0.1	-8	x	0	2	29
COc1cccc(C(=O)Oc2cc(C)[nH]c(=O)c2[N+](=O)[O-])c1	-5	-39	19	8	-0.2	4	11	-4	-6	8
COc1cccc(NC(=O)CN(C)C(=O)CCc2nc3sc4c(c3c(=O)[nH]2)CCCC4)c1	1	-1	16	-4	0.0	3	-10	4	4	0
CCCC(=O)Nc1cccc(Oc2ccc3c(c2)C(=O)NC3=O)c1	-47	5	1	-5	-24	10	-1	5	2	4
Cc1c(CCC(=O)O)c(=O)oc2cc(OCc3cccc(Cl)c3)ccc12	-55	-1	-3	-4	-4.8	0	-8	20	-2	4
O=C1c2ccccc2C(=O)N1CCCCN(C(=O)c1ccc(Cl)s1)c1ccc(Cl)cc1	-17	4	28	0	x	6	1	10	1	12
CCC(=O)NC(NC(=S)Nc1ccc(S(N)(=O)=O)cc1)C(Cl)(Cl)Cl (centres undefined)	-32	1	8	-1	-0.1	-3	-8	-8	-8	12
O=C(Nc1ccc(CN2CCCCC2)cc1)c1ccc2c(c1)OCO2	-34	-53	11	0	1.6	4	6	-5	-9	0
O=C(CCn1ccc2cc(S(=O)(=O)N3CCCC3)ccc21)NCCc1ccccc1	-16	-13	15	2	x	5	4	2	-3	19
Cc1ccccc1Cn1c(CN2CCN(c3ccc(F)cc3)CC2)nc2c1c(=O)n(C)c(=O)n2C	6	18	0	-4	-0.2	-6	-3	4	17	20
CC(C)(C)N(Cc1ccccc1)C(=O)COC(=O)c1cccc([N+](=O)[O-])c1	-17	7	-12	3	-0.3	-3	0	6	0	13
Cc1c(C(=O)O)c(C(=O)O)c2n1CCS2	-9	-2	-3	-1	2.8	-6	6	19	1	22
O=C(CN1CCN(S(=O)(=O)c2ccc(Br)cc2)CC1)c1ccc(O)c(O)c1	-26	15	19	-2	0.1	-5	10	-2	-6	-11
CCCCOc1ccc(Cl)cc1CSc1n[nH]c(C)n1	-20	41	38	-1	0.2	15	3	-1	3	x
CC(C)Oc1ccc(CCN=C(N)N=C(N)N)cc1Cl	13	8	2	-4	0.0	8	1	3	-3	22
CCOC(=O)N1CCN(c2ccc([N+](=O)[O-])cc2)CC1	-7	-25	-13	0	-0.3	-3	-2	-13	-13	43
CCC1CCCCN1CCCNC(=O)Cn1ncc2c([nH]c3ccc(C)cc32)c1=O (centres undefined)	-5	-4	-9	-3	-0.4	-2	-7	-4	-7	6
O=c1n(Cc2ccccc2F)c2ccccc2n1Cc1ccccc1F	-30	49	6	-2	-1.2	2	-1	u	-4	-14
O=C(NCc1ccc(F)cc1)C(c1ccccc1)N(CC1CCCO1)C(=O)Cn1nnc2ccccc21 (centres undefined)	-39	-8	14	-4	-0.4	2	-2	0	0	10
Cc1cc(=O)[nH]c2c1c(C)nn2C1CCCC1	11	0	41	2	0.2	2	4	x	7	x
O=S(=O)(NCCSc1ccc(Cl)cc1)c1ccc2c(c1)OCCO2	-1	3	-8	-1	-0.7	0	-1	2	5	53
COc1ccc(CCN2C(=O)CSC2c2ccc(F)cc2)cc1 (centres undefined)	-18	0	13	-4	-24	-3	-5	-2	0	12
COc1ccc(C(=O)NCC(=O)O)cc1	-49	4	-1	-5	-0.1	-5	-5	5	2	14
Cc1ccc(C(=O)N2CCC(N3CCC(C(=O)N4CCOCC4)CC3)CC2)cc1C	-18	6	-7	-3	0.1	-1	-5	29	2	12
O=S(=O)(c1ccc(F)cc1)N1CCCC(CO)C1 (centres undefined)	1	4	x	-2	0.0	x	1	-2	-2	9
N#Cc1ccc(OCC(=O)Nc2ccccc2NS(=O)(=O)c2cccs2)cc1	-19	-17	-13	-2	0.2	-8	-5	11	-9	2
COc1ccccc1N1CCN(C(=O)c2cccc(N3C(=O)NC4CC3(C)Oc3c(OC)cccc34)c2)CC1 (centres undefined)	-51	-10	3	2	-0.3	-4	1	-10	1	-83*
COC(=O)c1c(C)oc(C)c1S(=O)(=O)NCc1ccc(Cl)cc1	-46	-32	9	-2	0.3	4	-1	0	14	4
O=C(Nc1ccc2ccccc2c1)c1ccccc1F	-110	-51	56*	16	-1.2	29	6	-5	7	15
CCOc1ncccc1C(=O)OCC(=O)NCCc1ccccc1	-24	1	2	0	0.1	-1	-6	-3	-2	21
Nc1nc2ncc(C(=O)c3cc(F)ccc3O)cc2s1	-22	-9	5	-1	-0.1	2	-4	-3	-3	35
O=C(COC(=O)/C=C/c1ccc(C(F)(F)F)cc1)NCC1CCCO1 (centres undefined)	x	15	5	x	-0.2	1	x	-3	-4	20

Further compounds.
SMILES	KLF5 inh	aSyn UTR inh	HSF1 activator	HSP90 inh	HIF activator	HSF1 inh	IEC-6 tox	SKKanGAS inh	Platelet DG rel	AI-2 QS mod
COc1ccc(NC(=O)/C(C#N)=C\c2ccc(OCc3ccc(C(=O)O)cc3)c(OC)c2)cc1	-10	-14	31	-1	-0.2	10	-5	5	9	15
Cc1[nH]ncc1-c1ccccc1Cl	-2	4	11	4	0.9	-7	0	-1	29	5
COC(=O)c1oc2ccccc2c1N	-35	-63	-13	0	4.8	3	-3	0	5	13
CCCSC1=C(C#N)C(c2cccs2)C(C(=O)Nc2ccccc2)=C(C)N1 (centres undefined)	-13	6	-7	-1	-0.1	-7	2	14	-5	135
Cc1c(C(=O)NCC(C)C)sc2nc(-c3ccc(F)cc3)cn12	-43	-128	19	-2	2.8	11	14	-4	-1	31
Cc1ccc(C(=O)NCC(=O)OC(C)C(=O)NC2CCCCC2C)cc1C (centres undefined)	x	2	-11	x	0.6	-1	x	-11	-11	19
O=C(NCCc1ccccn1)c1cc2ccccc2o1	-72	-102	4	-4	1.2	5	4	-7	-1	17
O=C(Nc1ccc(NC(=O)c2cccs2)cc1)c1ccccc1	-60	-140	29	-2	2.3	7	3	1	9	14
Clc1ccc(NCc2nncn2-c2ccccc2)cc1	19	-6	24	-2	-0.1	5	3	2	-19	0
CCOC(=O)CCC(=O)NCc1ccc2c(c1)cc(C)n2C	-35	-3	-9	-3	0.2	-9	-4	6	-3	10
COc1ccc(O)c(C(=O)c2cnn(-c3ccc(Cl)cc3)c2)c1	-16	-75	15	-1	1.9	18	4	-7	3	-8
